PKA-R1A act: activates the PKA-R1A holoenzyme complex; PKA-R1A dissociation, Cy5-IP20 fluorescence polarization; scaled: DMSO 0%, 113 µM cGMP 100%; 0.083% of 340,000 active; P00514+P68181; activation, % at 11.4 µM;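 active means percent activation above the mean of all tested compounds plus 3 SD, cut at about 19% in these data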;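 further: higher means more PKAc released from R1A so a rise in polarization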
CDK5 inh: blocks human CDK5/p35 kinase activity | Q00535+Q15078 | inhibition, % at 10 µM | Recombinant CDK5/p35, ADP-Glo luminescence, 60 min | 0.01% of 330,000 active;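 active means highest replicate inhibition of at least 50% and at least 75% of replicates reaching 50%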;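 further: plate controls were DMSO neutral control for no effect and GW8510 at 10 µM for full effect; many of its hits are not listed in these tables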
HTR5A inv ag: HTR5A inverse agonism, opioid heterodimer counter-screen | P47898 | HTR5A cell line, luminescence | inhibition, % at 9.3 µM | 0.083% of 340,000 active; in the data active means inhibition mostly above about 23%, no sharp cut-off; inactive means mostly below about 18%;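 further: 0% = cells with DMSO and 100% = no-cell wells with DMSO; some compounds called inactive have numbers as strong as hits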
Target sequence (P47898 whole entry, looked up): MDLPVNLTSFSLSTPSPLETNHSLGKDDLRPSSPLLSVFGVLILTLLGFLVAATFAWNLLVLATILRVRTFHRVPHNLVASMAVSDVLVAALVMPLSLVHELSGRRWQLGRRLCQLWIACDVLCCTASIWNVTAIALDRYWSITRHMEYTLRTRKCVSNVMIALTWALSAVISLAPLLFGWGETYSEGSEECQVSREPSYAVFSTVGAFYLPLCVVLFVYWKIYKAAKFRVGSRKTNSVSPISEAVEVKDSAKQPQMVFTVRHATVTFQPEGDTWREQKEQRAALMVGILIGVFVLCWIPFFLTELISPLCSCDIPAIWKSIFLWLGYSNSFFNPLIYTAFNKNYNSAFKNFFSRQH
E coli growth: bacterial growth inhibition, counter-screen for AddAB inhibitors. inhibition, % at 11.9 µM. E. coli V3065 growth, OD600 absorbance, 18 h. 0.27% of 330,000 active. AID 449728;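 active means inhibition above the campaign's mean inhibition across all tested compounds plus 3 SD, cut at about 9.9% in these data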;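 further: uninfected addAB+ strain grown without phage in ampicillin broth; 0% = DMSO wells and 100% = ciprofloxacin 0.95 µg/ml wells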
phage Ecoli inh: E. coli growth loss with phage present | growth absorbance | inhibition, % at 11.9 µM | 0.26% of 360,000 active | AID 651602; in the data active means inhibition above about 11%
HTR5A ag ctr: activates human HTR5A in OPRM1-OPRD1 agonist counter-screen. HTR5A agonist assay, luminescence, cell-based. 0.61% of 340,000 active. P47898. activation, % at 9.3 µM; in the data active means activation mostly above about 9.5%, no sharp cut-off; inactive means mostly below about 7.6%;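 further: 0% = cells with vehicle only and 100% = reference agonist; strong numbers were not always called active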
AddAB inh: less growth of phage-infected E. coli with AddAB; inhibition, % at 11.9 µM; 0.29% of 330,000 active; E. coli expressing H. pylori AddAB, absorbance growth; AID 435030; in the data active means inhibition above about 12%;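 further: 0% = vehicle wells of infected cells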
DAGLB inhibitor: diacylglycerol lipase beta (human) inhibition; HEK293T DAGLB membrane lysate, EnzChek fluorogenic substrate; Q8NCG7; 0.059% of 340,000 active; inhibition, % at 5.17 µM; in the data active means inhibition above about 34%;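 further: 0% = enzyme with vehicle and 100% = wells lacking enzyme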
Target sequence (Q8NCG7 whole entry, looked up): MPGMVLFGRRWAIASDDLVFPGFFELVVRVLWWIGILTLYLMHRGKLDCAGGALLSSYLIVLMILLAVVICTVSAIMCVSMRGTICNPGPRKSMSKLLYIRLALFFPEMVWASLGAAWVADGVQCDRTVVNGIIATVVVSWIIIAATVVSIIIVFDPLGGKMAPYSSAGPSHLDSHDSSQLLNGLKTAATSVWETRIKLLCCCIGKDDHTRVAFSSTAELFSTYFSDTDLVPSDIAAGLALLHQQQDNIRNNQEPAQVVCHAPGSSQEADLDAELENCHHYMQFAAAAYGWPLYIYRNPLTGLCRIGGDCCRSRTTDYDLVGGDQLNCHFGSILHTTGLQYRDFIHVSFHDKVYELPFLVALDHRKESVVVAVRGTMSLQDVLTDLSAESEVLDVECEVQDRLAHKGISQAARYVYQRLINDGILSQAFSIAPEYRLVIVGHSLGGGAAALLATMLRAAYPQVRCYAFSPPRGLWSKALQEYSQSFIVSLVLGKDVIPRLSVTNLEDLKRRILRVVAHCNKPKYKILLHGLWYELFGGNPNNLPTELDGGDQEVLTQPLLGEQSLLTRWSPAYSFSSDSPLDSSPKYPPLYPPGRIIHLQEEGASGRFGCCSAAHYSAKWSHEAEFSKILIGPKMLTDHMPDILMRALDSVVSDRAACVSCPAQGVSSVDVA
Tat transport: blocks Tat-dependent protein export in E. coli; 0.036% of 340,000 active; AID 488895; E. coli MC4100 TorA-mCherry Tat export, fluorescence; inhibition, % at 10 µM;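 active means mean replicate inhibition at least 50% and at least half of replicates individually reaching 50%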;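 further: exported cargo escapes ClpAP degradation while cytoplasmic cargo is degraded and loses fluorescence; 0% = median of neutral control wells and 100% = median of NaSCN control wells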
PKA-R2B act: activates the human PKA-R2B holoenzyme complex; 0.079% of 340,000 active; AID 504700; PKA-R2B holoenzyme dissociation, Cy5-IP20 fluorescence polarization; R2B truncated from residue 108, S112A mutant; 0% DMSO only, 100% 113 µM cGMP; activation, % at 11.4 µM;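 active means activation above a cutoff set at the mean over all compounds plus 3 SD, cut at about 18% in these data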;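 further: higher means more holoenzyme dissociation and a rise in polarization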
Mot1-301 SUMO: blocks SUMOylation pathway, rescuing yeast Mot1-301 growth | 1% of 320,000 active | growth rescue, % at 18.8 µM | S. cerevisiae Mot1-301 growth rescue, ATP luminescence, 38.5C; percent above DMSO median, 100 means doubled;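 active means every valid replicate shows activation above 250% relative to neutral control wells; inactive means the rest, any valid replicate at or below 250%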;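 further: OY570 slx delta 5 strain wells were the positive control but not used for scaling; some compounds called inactive have numbers as strong as hits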
Starred values were filed as active, the others as inactive; i = inactive; · = not tested or not shown. This is a random part of the collection; overall some 2.3% were active at least once.

Every second line gives: HTR5A inv ag | PKA-R2B act | phage Ecoli inh | HTR5A ag ctr | E coli growth | Mot1-301 SUMO | PKA-R1A act | AddAB inh | CDK5 inh | DAGLB inhibitor | Tat transport
1) CC(=O)Nc1cccc(NC(=O)COC(=O)C2CC3CCCC(C2)C3=O)c1 (stereo unspecified)
  -5 | 0 | 2.0 | 2 | 4.1 | 36 | -11 | -0.9 | -9.3 | -1 | 10
2) Cc1cc2c(cc1S(=O)(=O)N(C)c1ccccc1)NC(=O)CO2
  7 | 10 | 4.1 | -3 | 0.2 | -2 | -2 | 1.4 | -0.9 | -1 | -4
3) O=C(CN1C(=O)NC2(CCc3ccccc32)C1=O)c1ccc2c(c1)OCCO2 (stereo unspecified)
  -13 | 2 | 2.1 | -7 | 1.4 | -11 | 0 | 1.4 | -1.7 | 0 | -5
4) Cc1nn(-c2ccccc2)c(C)c1/C=C/C(=O)OCC(=O)Nc1ccc(C(N)=O)cc1
  0 | -3 | -2.6 | 3 | -0.3 | -12 | -10 | -0.8 | 0.8 | -1 | -8
5) O=C(NCCC(=O)N1CCN(Cc2c(F)cccc2Cl)CC1)c1ccc(Cl)cc1
  -11 | -9 | 2.0 | 5 | -2.0 | -13 | -6 | -1.9 | -0.9 | -2 | 6
6) O=C1CCC(C(=O)OC(C(=O)Nc2ccc([N+](=O)[O-])cc2Br)c2ccccc2)=NN1 (stereo unspecified)
  -15 | -10 | 1.8 | 4 | 2.3 | -5 | -1 | 1.7 | -0.1 | -2 | -5
7) O=C(Nc1ccc(-c2csc(Nc3ccc(Cl)cc3)n2)cc1)c1cc([N+](=O)[O-])cc(C(F)(F)F)c1
  1 | -6 | 3.0 | 2 | -0.2 | -5 | 0 | -0.8 | 0.9 | 2 | -1
8) CCc1ccc(N(CC(=O)Nc2nc3ccc(C)cc3s2)S(=O)(=O)c2c(C)noc2C)cc1
  -11 | -2 | 1.8 | 4 | 5.8 | -22 | 1 | 6.8 | -1.1 | -10 | -6
9) COc1ccc(C2NC(=O)NC(C)=C2C(=O)OCc2ccc3c(c2)OCO3)cc1OC (stereo unspecified)
  -22 | -5 | -0.9 | 4 | 1.5 | -1 | -7 | 0.8 | 2.2 | 0 | 1
10) CC(=O)Nc1ccc(S(=O)(=O)N2CCN(C(=O)c3cccnc3)CC2)cc1
  -5 | 2 | 2.7 | 9 | -1.8 | -19 | 2 | -0.7 | -0.8 | -3 | 1
11) COc1cccc(NC(=O)N2CCC(NC(=O)c3ccco3)CC2)c1
  -17 | 8 | 1.6 | -1 | 1.6 | -7 | 2 | 1.6 | 0.0 | 0 | 3
12) O=C(Nc1ccccc1Cl)NC1(C(=O)NCc2cccnc2)CCCCC1
  1 | -6 | 3.9 | 0 | -1.5 | 24 | -8 | 1.0 | -2.8 | 1 | 1
13) Cc1cccc(N(C)S(=O)(=O)c2c[nH]c3ccc([N+](=O)[O-])cc23)c1
  14 | -1 | 5.0 | -3 | 1.4 | · | -4 | 3.7 | -0.6 | -4 | 6
14) CCOC(=O)C1CCN(C(=O)COc2ccc(Cl)cc2)CC1
  22 | -13 | -0.2 | 0 | 0.8 | -6 | -9 | 1.2 | 0.2 | 3 | -4
15) CCCN(CC(=O)Nc1cc(Cl)ccc1Cl)C(=O)c1ccc(N2CCCC2=O)cc1
  1 | -9 | 0.4 | 0 | 0.5 | -8 | -2 | 2.6 | -1.5 | 1 | -3
16) COc1cccc(C(=O)NCc2ccc3c(c2)OCO3)c1
  -22 | -11 | 1.4 | 6 | 1.4 | -1 | 1 | 2.5 | 1.1 | -4 | -5
17) Cc1csc2nc(CNS(=O)(=O)c3ccc(-c4ccccc4)cc3)cn12
  10 | 0 | -0.5 | 11 | -0.4 | -6 | -15 | 0.2 | -2.5 | 0 | 7
18) O=C(Nc1ccccc1)P(=O)(O)c1ccccc1
  -10 | 3 | 3.2 | 3 | · | · | 0 | · | -0.3 | 2 | -1
19) O=C(O)/C=C/c1ccc(-c2cccc(C(F)(F)F)c2)o1
  -1 | -12 | 1.1 | 0 | -1.3 | 4 | 3 | 4.7 | -0.6 | 2 | -6
20) O=C(/C=C/Nc1ccccc1)c1ccc(Oc2ncccn2)cc1
  0 | -1 | 1.9 | 0 | 1.5 | -10 | -3 | 2.9 | 1.4 | 1 | -15
21) O=C(C1CCN(S(=O)(=O)c2ccc3ccccc3c2)CC1)N1CCN(c2ncccn2)CC1
  7 | -5 | 1.6 | 1 | 0.8 | -10 | -13 | 1.3 | -0.3 | 0 | 9
22) CC1(C)C(=O)C2(CCCCC2)C(=O)OC1c1cccn1-c1ccc([N+](=O)[O-])cc1 (stereo unspecified)
  -13 | 6 | 2.6 | -4 | -0.5 | 6 | 1 | 5.4 | 0.2 | 1 | -3
23) COc1cc(OC)cc(-c2n[nH]c(=S)n2-c2ccc3c(c2)OCO3)c1
  3 | -3 | 2.3 | 2 | 0.4 | -6 | -4 | 3.2 | 2.0 | 2 | 1
24) O=C(Nc1cccc(-n2cnnn2)c1)c1ccccc1Br
  -3 | -2 | 1.4 | 1 | 2.0 | -6 | -5 | 0.2 | -1.9 | 0 | -1
25) CSc1nn(CCc2ccncc2)c(=S)s1
  16 | 6 | 2.4 | -5 | 1.1 | 335 | 2 | 5.2 | 1.5 | -2 | -10
26) CC(C)CN(/C=N/c1sc2c(c1C#N)CCCCC2)CC(C)C
  -9 | 4 | 0.0 | 1 | -1.1 | 305 | -1 | 2.8 | -0.4 | -11 | 1
27) Cc1cc(C(=O)CN2C(=O)NC3(CCCCCC3)C2=O)c(C)n1C
  0 | -2 | -0.1 | -1 | · | · | 13 | · | 1.0 | 3 | 10
28) Cc1ccccc1CN1C(=O)c2ccccc2Sc2ccc(C(=O)NCCN3CCOCC3)cc21
  -5 | -6 | -2.1 | 4 | -4.1 | -6 | -7 | -2.7 | -12 | 3 | 24
29) CCCCC/C=C/C1=CC(=O)C[C@H](c2ccc(Cl)cc2)C1
  -6 | -11 | 3.8 | 3 | -0.4 | -20 | -9 | 0.1 | 0.7 | -7 | -5
30) CCOC(=O)c1c(NC(=O)CN2CCN(C(=O)c3ccco3)CC2)sc(C(N)=O)c1C
  2 | -9 | 3.3 | -1 | -2.4 | 2 | 9 | 2.7 | -8.7 | 1 | -1
31) C=CCC[C@@H](Cc1ccc(F)cc1)C(=O)OC[C@H](C)NC(=O)[C@@H](CC=C)CC(=O)N(CCO)Cc1ccccc1
  -1 | -3 | -2.0 | 0 | -1.4 | · | -9 | -2.9 | -2.0 | -1 | 12
32) c1cnc(Oc2ccc3oc4ccccc4c3c2)nc1
  -20 | -6 | 1.2 | 1 | 1.8 | -8 | -15 | 5.4 | 0.8 | -4 | -2
33) c1ccc(CCc2nn3c(Cn4cnc5ccccc54)nnc3s2)cc1
  -4 | 2 | 2.1 | 2 | -1.7 | -10 | -3 | 0.4 | 2.2 | -1 | -9
34) O=C(c1ccc(Cl)c([N+](=O)[O-])c1)N1CCN(Cc2ccc3c(c2)OCO3)CC1
  -7 | 2 | 3.9 | 3 | 2.7 | 54 | -6 | 3.3 | -0.5 | 1 | -4
35) O=C(NCc1nnc(SCC(=O)N2CCCC2)o1)c1ccccc1
  45* | -6 | -1.0 | -18 | 3.4 | -7 | -7 | -0.4 | 2.3 | 1 | -2
36) CCOC(=O)CN1C(=O)C(Sc2n[nH]c(-c3ccc(C)cc3)n2)CCc2ccccc21 (stereo unspecified)
  3 | -5 | 3.9 | 2 | 0.2 | -8 | -13 | 0.6 | 0.1 | 3 | 5
37) O=C(NC(=S)Nc1ccccc1[N+](=O)[O-])c1ccccc1Cl
  23 | -2 | 0.9 | -2 | -1.3 | 12 | 0 | 0.1 | 0.8 | 0 | 5
38) Cc1ccc(CNC(=O)C(=O)NCC2OCCN2C(=O)c2cccs2)cc1 (stereo unspecified)
  -7 | 5 | 4.5 | -1 | 1.9 | -21 | -13 | -0.3 | 1.0 | 2 | 6
39) CCOC(=O)CS(=O)(=O)c1ccc2ccccc2c1
  -26 | 4 | 1.3 | 7 | 0.6 | 955* | 3 | 2.6 | -1.6 | 3 | -8
40) CCn1c(C)c2c([n+]1CC)CC(C)(C)CC2=O
  -2 | -9 | 0.0 | 1 | 0.9 | 271 | -6 | 0.4 | -2.4 | 0 | 2
41) CCOCCn1ccc2c(OCC(=O)Nc3ccccc3OC)cccc2c1=O
  7 | -5 | -0.8 | 4 | 0.3 | -16 | -14 | 0.1 | 2.2 | -1 | 1
42) COc1ccccc1-c1cn[nH]c1-c1ccc(O)cc1O
  1 | -2 | 1.1 | 0 | -0.5 | -1 | 5 | -0.7 | 1.1 | 2 | 7
43) Oc1ccccc1-c1cncn1Cc1ccccc1
  1 | 7 | 3.2 | 0 | 0.0 | -6 | 2 | -0.6 | 0.7 | -3 | 4
44) Cc1ccc(-c2csc(/C(C#N)=C/Nc3ccc4c(c3)OCCO4)n2)cc1
  -2 | 0 | 3.7 | 1 | 0.7 | -2 | -14 | -2.2 | 0.4 | -1 | 2
45) C=CCn1c(=N)c(C#N)cc2c(=O)n3ccccc3nc21
  -10 | 4 | 3.6 | 3 | -1.3 | 235 | -9 | 1.1 | -0.2 | -2 | -1
46) CCCCCCn1c(SCCN2CCOCC2)nc2c1c(=O)[nH]c(=O)n2C
  25 | -7 | 3.4 | -1 | -2.4 | -6 | -6 | -0.5 | -4.0 | 0 | 5
47) CCOC(=O)c1c(NC(=S)NC(=O)c2cnn(CC)c2)sc2c1CCC(C)C2 (stereo unspecified)
  -3 | -1 | 1.8 | 1 | -1.4 | 0 | -8 | 0.8 | -1.7 | 0 | -4
48) Cc1cccnc1NC(=S)NCc1ccco1
  1 | -3 | 2.9 | 0 | 1.9 | 76 | -12 | -0.6 | 1.2 | -1 | -1
49) Cc1nn(C)c(C)c1S(=O)(=O)NCCc1ccc(Cl)cc1
  -13 | -4 | 2.9 | 0 | 0.1 | 7 | 4 | 1.5 | -1.4 | 0 | 0
50) C=CCN=C1CC(C)(C)CC(=O)/C1=C(/O)CCC(=O)OC
  -10 | 8 | 2.9 | 3 | 0.6 | 7 | 7 | 1.3 | 0.5 | 0 | -4

(more compounds)
Every second line gives: HTR5A inv ag | PKA-R2B act | phage Ecoli inh | HTR5A ag ctr | E coli growth | Mot1-301 SUMO | PKA-R1A act | AddAB inh | CDK5 inh | DAGLB inhibitor | Tat transport
51) CC(=O)c1cccc(NC(=O)c2ccc3ccccc3c2)c1
  4 | -1 | -0.2 | -1 | -0.1 | i | -14 | 4.0 | 1.1 | -4 | 8
52) Cc1c(C(=O)Nc2cccc(N(C)S(C)(=O)=O)c2)cccc1[N+](=O)[O-]
  12 | 5 | 0.5 | 3 | 0.7 | -21 | -1 | -2.4 | -2.1 | 0 | 8
53) COc1ccccc1N(C(=O)c1snc(C(N)=O)c1N)C(C(=O)NC1CCCC1)c1ccc(N(C)C)cc1 (stereo unspecified)
  -2 | -4 | 0.5 | 1 | -1.3 | 11 | -4 | 5.6 | -0.3 | -1 | 3
54) COc1ccc(NC(=O)Cc2cccs2)c(OC)c1
  -8 | 0 | 2.0 | 3 | -0.7 | -10 | 0 | 3.4 | 1.4 | 1 | -15

High-throughput results (PubChem)
